Bioassay records as filed in PubChem.
RAD52 inh: inhibitors of human RAD52 DNA annealing. recombinant RAD52 DNA annealing, FRET fluorescence. inhibition, % at 18.7 µM. hit rate 0.46% among 360,000. AID 651710;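 active = every replicate showing at least 50% inhibition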
XiGFP reactiv: reactivates the inactive X chromosome in mouse fibroblasts | XiGFP mouse fibroblasts, % GFP-positive cells imaging, 3 d; cells co-treated with 5-aza-dC sensitizer; scaled so ellipticine positive control = 100% | activation, % at 7.58 µM | hit rate 0.055% among 360,000 | AID 743238;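 active = mean normalized replicate activation at least 10% and every replicate at or above 10%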;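 also: 0% = median of on-plate neutral control wells and 100% = ellipticine 6 µM median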
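System: XiGFP fibroblasts, SV40-immortalized. Medium: DMEM plus 5-aza-dC sensitizer. Doses: single point. Timing: 3 d treatment, 15 min room-temperature fixation. Control set: ellipticine 6 µM.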
ARNT-TACC3 inh: disruptors of human ARNT/TACC3 interaction; Q9Y6A5; AlphaScreen His-ARNT PAS-B/GST-TACC3 binding, luminescence; TACC3 fragment carries E629A point mutation; inhibition, % at 9.99 µM; hit rate 0.66% among 390,000;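 active = mean inhibition of replicates at least 50% and at least half of replicates each reaching 50%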;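 also: 0% = complete ARNT plus TACC3 wells and 100% = ARNT alone without TACC3; many hits fall short of the cut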
esBAF inh: SWI/SNF esBAF complex inhibition | mouse ES cells, Bmi1-luciferase knock-in reporter, 24 h; 100% = twice the neutral-well signal | reporter increase, % at 12.5 µM | hit rate 2% among 350,000; in the data active = activation above about 40%;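 also: 0% = median of the plate's neutral control wells and 100% = double that signal; a rise in the Bmi1 reporter signal indicates esBAF inhibition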
CFTR F508del cor: correctors of CFTR F508del function in bronchial epithelial cells | AID 720511 | activity (quench increase), % at 7.58 µM | hit rate 0.36% among 350,000 | CFBE cells, YFP halide quenching; stimulated with forskolin plus potentiator P3; % fluorescence drop versus neutral controls;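 active = mean added fluorescence quench of at least 8% versus neutral control, with both replicates also reaching 8%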;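 also: cells transiently co-express mutant CFTR-F508del with the halide-sensitive YFP; corrector assay measuring rescue of mutant channel to the surface after 24 h compound exposure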
RAD54 branch: RAD54 (human) branch migration inhibition; Q92698; RAD54 Holliday junction branch migration, FAM/BHQ fluorescence; hit rate 0.14% among 360,000; inhibition, % at 10.4 µM; AID 602329;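 active = mean normalized replicate activity at least 40 and at least half of replicates scoring 40 or more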;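 also: 0% = median of neutral control wells and 100% = median of positive control wells; inhibitors cause a drop in the FAM fluorescence signal; in these data hits start at about 50%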
Target sequence (Q92698 whole entry, looked up): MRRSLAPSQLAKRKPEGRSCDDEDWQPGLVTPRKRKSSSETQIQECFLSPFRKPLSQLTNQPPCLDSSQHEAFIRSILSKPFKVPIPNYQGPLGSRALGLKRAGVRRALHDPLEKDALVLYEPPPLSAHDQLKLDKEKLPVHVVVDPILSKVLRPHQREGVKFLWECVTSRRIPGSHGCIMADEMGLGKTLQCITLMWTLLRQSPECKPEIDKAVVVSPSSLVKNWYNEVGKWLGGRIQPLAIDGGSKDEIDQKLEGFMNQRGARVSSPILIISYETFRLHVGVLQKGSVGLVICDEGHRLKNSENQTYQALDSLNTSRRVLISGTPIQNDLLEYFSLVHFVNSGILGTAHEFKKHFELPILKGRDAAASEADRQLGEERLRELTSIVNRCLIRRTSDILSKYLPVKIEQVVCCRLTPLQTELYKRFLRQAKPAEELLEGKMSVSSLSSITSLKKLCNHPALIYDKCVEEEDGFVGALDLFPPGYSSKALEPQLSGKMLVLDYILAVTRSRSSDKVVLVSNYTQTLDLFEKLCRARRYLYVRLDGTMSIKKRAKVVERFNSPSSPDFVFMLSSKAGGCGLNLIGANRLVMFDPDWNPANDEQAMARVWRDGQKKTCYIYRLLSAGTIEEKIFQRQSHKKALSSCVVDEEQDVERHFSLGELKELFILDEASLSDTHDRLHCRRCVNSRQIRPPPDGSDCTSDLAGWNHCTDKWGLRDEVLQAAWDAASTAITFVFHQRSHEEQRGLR
ERAP1 inh: blocks human ERAP1 aminopeptidase activity; Q9NZ08; recombinant ERAP1, Leu-AMC fluorescence, 60 min; inhibition, % at 10.7 µM; hit rate 0.15% among 340,000;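 active = mean replicate inhibition of at least 30%, or all replicates individually reaching that 30% level; inactive = mean below 30% and not every replicate reaching it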;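 also: 0% = neutral control wells and 100% = L-leucinethiol positive control wells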
GSIS activator: GLuc luminescence reporter in INS-1E cells, primary screen for activators of glucose-dependent secretion of insulin; INS-1E GLuc reporter insulin secretion, 2-3 h; activation, % at 16.6 µM; hit rate 0.61% among 370,000; AID 743287;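 active = lowest replicate activation of at least 40%, so every replicate reaches that level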;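 also: 0% = median of neutral control wells and 100% = median of IBMX positive control wells; some compounds called inactive have numbers as strong as hits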
* hit, by the source's call; / = not tested or not shown. Compounds as they come. About 3.3% of those tested had a hit in this group.

SMILES	RAD52 inh	XiGFP reactiv	ARNT-TACC3 inh	esBAF inh	CFTR F508del cor	RAD54 branch	ERAP1 inh	GSIS activator
Cc1cccc(S(=O)(=O)N(C)C[C@@H]2OCc3cn(nn3)CCCC(=O)N([C@H](C)CO)C[C@@H]2C)c1	-5.4	0.5	-1.5	3.8	2.0	-2.3	-1.3	5.0
COc1ccc(CN(C)C[C@H]2Oc3ccc(NC(=O)C4CCCCC4)cc3C(=O)N([C@H](C)CO)C[C@H]2C)cc1	9.6	0.1	-1.0	3.9	2.3	-1.9	-2.7	12.6
O=C(NC(=S)Nc1ccc(S(=O)(=O)Nc2nccs2)cc1)c1cccc(F)c1	-16.1	0.0	-2.6	7.7	-3.0	4.6	2.3	22.6
COc1ccccc1CCNC(=O)CSc1nnc2ccc(-c3cccnc3)nn12	-18.4	-0.1	32.7	6.5	2.5	0.7	2.8	-0.1
O=C(NNc1cccc([N+](=O)[O-])c1)/C(=C\c1cccnc1)NC(=O)c1ccccc1	-6.1	-0.1	-11.6	3.0	1.2	-17.4	0.6	-18.2
CN(C(=O)NC1CC(=O)N(c2ccc3c(c2)OCCO3)C1)c1ccccc1 (centres undefined)	-15.5	0.1	-8.6	-3.1	2.9	-3.5	-1.8	11.3
c1ccc(-c2nc3ccccc3nc2-c2ccc(CN3CCC(c4nc5ccccc5[nH]4)CC3)cc2)cc1	-13.0	-0.1	/	/	0.6	/	-3.7	-23.3
O=C(Nc1cccc(O)c1)C1CC(c2ccc(Cl)cc2)=NO1 (centres undefined)	2.3	0.2	-4.5	2.1	-0.8	-3.6	1.8	-6.6
CCn1cc(C(=O)O)c(=O)c2cc(F)c(N3CCN(C(=S)NC(=O)c4ccccc4Cl)CC3)cc21	4.1	0.0	-2.4	/	1.7	1.0	0.0	/
COc1ccc(CN2CNc3nc4ccccc4n3C2)cc1	-12.1	/	-1.6	-3.6	/	-5.6	0.0	18.1
CC(C)NC(=O)Nc1ccc2c(c1)C(=O)N([C@@H](C)CO)C[C@@H](C)[C@@H](CN(C)CC1CCCCC1)O2	0.5	0.3	-4.0	-1.0	-2.2	-6.3	-3.9	-6.0
CC(C)(C)c1ccc(C(=O)N/C(=C\c2cccs2)C(=O)NCc2ccco2)cc1	/	/	10.0	8.5	/	-5.8	/	-13.6
CCC(C)C(=O)Nc1nccs1 (centres undefined)	-12.1	0.6	-9.8	4.4	6.9	/	-2.7	-13.3
CCCN(C)C[C@H]1OCCCC[C@@H](C)Oc2ccc(NC(=O)CCCN(C)C)cc2C(=O)N([C@H](C)CO)C[C@@H]1C	2.6	0.3	5.6	-1.2	0.0	-1.1	0.4	19.5
CS(=O)(=O)N1CCCC(C(=O)NCc2cccs2)C1 (centres undefined)	-7.7	/	1.8	-9.6	/	-3.0	3.3	1.2
C=CCn1cnnc1SCC(=O)NCC1COc2ccccc2O1 (centres undefined)	-1.0	0.2	0.3	-4.1	0.4	2.8	1.8	0.8
O=C1CCC(C(=O)N2CCCCO2)CN1Cc1cccc(C(F)(F)F)c1 (centres undefined)	-16.1	-0.1	-0.9	-0.2	-0.6	8.3	-3.2	17.3
CCOc1c(OC(C)=O)ccc(/C=C/c2ccc3cccc(OC(C)=O)c3n2)c1[N+](=O)[O-]	-22.4	/	3.1	66.4*	3.3	-2.7	2.0	13.0
COc1ccc(C2=NN(C(=O)CSc3cn(C)c4ccccc34)C(c3ccc(OC)cc3)C2)cc1 (centres undefined)	5.8	-0.1	0.0	10.7	0.7	-9.8	5.7	-2.2
CC(C)Oc1ccc(C(CC(=O)O)NC(=O)Cc2ccccc2)cc1 (centres undefined)	-4.7	0.0	-4.5	-8.5	-2.0	0.9	0.0	21.9
Cn1c(C(=O)N(Cc2ccccc2)Cc2ccccn2)cc2sccc21	/	/	1.2	-12.1	/	5.7	/	2.4
CCNc1nc(-c2ccc(OC(F)F)cc2)c(C)s1	-13.3	0.0	-6.6	/	-1.2	/	0.7	27.5
Cc1ccc(C)c(S(=O)(=O)N2CCN(C(=O)c3ccc(-n4cncn4)c([N+](=O)[O-])c3)CC2)c1	-2.4	0.0	/	/	-1.5	/	2.4	-6.9
COc1ccc(NC(=O)CN2C(=O)COc3ccc(S(=O)(=O)N4CCCCC4)cc32)cc1OC	-6.3	0.3	12.5	-1.3	0.2	-11.1	2.1	-19.1
Cc1ccc(C(=O)OCC(=O)Nc2sc3c(c2C#N)CCCCC3)cc1NC(=O)c1ccco1	/	/	0.1	10.2	/	-8.8	/	-5.7
c1ccc(OCc2nnc3n2CCCCC3)cc1	-9.4	0.1	-8.0	-2.1	-0.2	6.5	-1.2	14.5
CCOC(=O)N1CCN(C(=O)Cn2cnc3ccccc3c2=O)CC1	-12.2	0.0	-21.7	/	2.3	/	-8.2	13.3
CCCc1nnc(NC(=O)c2nc(S(=O)(=O)Cc3ccc(C)cc3)ncc2Cl)s1	-12.9	0.1	-0.7	2.4	2.4	2.3	-2.4	15.0
C[C@H]1CN([C@@H](C)CO)C(=O)c2cc(NC(=O)c3ccncc3)ccc2O[C@@H]1CN(C)C(=O)Nc1cccc2ccccc12	-5.4	0.0	-2.3	-3.6	-1.0	-0.6	1.3	11.4
Cc1nc2c(C)cccn2c(=O)c1NC(=O)c1ccc2c(c1)OCO2	-6.5	0.0	1.4	-1.0	-0.9	-5.8	-0.2	-6.4
CC(=O)N1CC(=O)N2[C@H](CO)[C@H](c3ccc(-c4ccc(C)cc4)cc3)[C@@H]2C1	7.5	0.5	/	/	-0.5	/	-3.9	16.0
COc1ccc(-c2cnc3c(c2)C(=O)N([C@@H](C)CO)C[C@H](C)[C@@H](CN(C)Cc2ccccn2)O3)cc1	-11.3	-0.8	2.7	-1.5	0.4	3.7	-0.6	18.5
COc1ccc(-c2[nH]ncc2CN2CCC(OCc3ccccc3)CC2)c(F)c1	-8.9	0.0	4.7	-4.9	0.5	9.8	1.6	6.7
O=C(NCc1ccc(F)cc1)c1cc(C2CCCCN2C(=O)c2ccccn2)on1 (centres undefined)	-0.7	-0.1	/	-5.7	0.7	-13.8	-0.2	11.9
COC(C[C@@H]1O[C@@H]1[C@H](O)COCc1ccccc1)OC	-22.0	0.0	-2.2	4.1	-1.9	1.9	1.6	-3.9
COc1ccc(S(=O)(=O)Nc2cccc3c2O[C@@H](CN(C)Cc2ccc(Oc4ccccc4)cc2)[C@@H](C)CN([C@H](C)CO)C3=O)cc1	38.2	0.0	2.0	-5.1	0.9	-1.9	1.8	-14.7
CCN(CC)S(=O)(=O)c1ccc(C(=O)NCC2(N3CCOCC3)CCCCC2)cc1	-3.9	0.1	-2.2	5.4	-0.9	-0.8	2.6	-16.6
OC[C@@H]1Nc2ccc(-c3ccc(F)cc3)cc2[C@@H]2[C@H]1CCN2Cc1ccc(F)cc1	/	0.0	0.3	2.0	-0.6	1.7	/	9.6
O=c1nc(N2CCOCC2)nc(N/N=C/c2ccc3c(c2)OCO3)[nH]1	3.9	0.0	-10.5	/	-1.8	/	-0.9	3.6
Nc1c(-c2ccccc2)cnn1-c1ccc(C(=O)O)cc1	/	/	6.0	17.2	/	2.9	/	-0.5
O=S1(=O)CCOC[C@H](CC2CCCCC2)N1Cc1ccccc1F	-12.0	0.0	19.7	-5.2	-2.2	-7.1	1.7	-36.6
CC1=C(C(=O)N2CCOCC2)CC(CC(=O)NCCc2ccccn2)C(=O)N1Cc1ccc(C(C)(C)C)cc1 (centres undefined)	-9.6	0.0	/	-5.3	0.5	0.5	/	8.5
COc1cccc(CC(=O)N(CCC2=CCCCC2)c2c(N)n(Cc3ccccc3)c(=O)[nH]c2=O)c1	-9.2	-0.7	-2.5	/	-2.9	/	15.6	-8.0
Cc1cc(C)c(N(C(=O)c2csnn2)C(C(=O)NC2CCCC2)c2ccncc2)c(C)c1 (centres undefined)	5.9	0.0	-3.1	-2.5	1.3	7.1	1.0	4.5
CCC(=O)N1C[C@H](C)[C@@H](OC)CN(C)C(=O)c2ccc(NC(=O)Nc3cccc(F)c3)cc2OC[C@@H]1C	-22.0	0.0	/	9.7	1.9	0.6	-0.3	-25.4
COc1ccc(C(=O)NNC(=S)NC(=O)/C=C/c2cccs2)cc1	-48.4	0.4	11.6	/	0.5	/	2.9	-1.4
COCC(=O)Nc1ccc2c(c1)OC[C@@H](C)N(C(=O)C1CCCC1)C[C@@H](C)[C@H](OC)CN(C)C2=O	/	-0.4	4.6	-0.8	-0.3	3.2	/	-14.8
CCC(=O)N(C)C[C@@H]1Oc2ncc(C#CC3(O)CCCC3)cc2C(=O)N([C@H](C)CO)C[C@H]1C	-12.6	-0.2	1.9	2.0	-1.4	5.3	-2.9	12.2
O=C(Nc1ccc(OCCO)cc1)c1csc([C@@H]2O[C@H](CO)[C@H](O)[C@H](O)[C@H]2O)n1	-18.3	0.3	/	5.5	0.4	5.2	-4.3	6.6
COc1cccc(/C=N/NC(=O)CCC(=O)Nc2ccc(Br)cc2)c1	-11.6	0.1	-5.6	-14.8	-0.4	3.5	0.8	-1.3
CN(C)S(=O)(=O)c1ccc(C(=O)Nc2nnc(-c3cccs3)o2)cc1	-16.5	0.2	/	/	1.4	/	-2.8	0.5
C[C@@H]1CCCCO[C@@H](CN(C)S(=O)(=O)c2cn(C)cn2)[C@@H](C)CN([C@@H](C)CO)C(=O)c2cc(NS(=O)(=O)c3ccc(Cl)cc3)ccc2O1	-19.1	-0.1	/	1.8	-2.5	2.8	-1.8	2.9
CCn1ccnc1CN(C)C(=O)C1CCC(=O)N(Cc2cccc(F)c2)C1 (centres undefined)	-7.9	0.0	/	-1.3	-1.0	6.9	-1.6	-4.3
Cc1ccc(C(=O)Nc2ncccc2C)cc1S(=O)(=O)N1CCCCC1	1.0	0.0	-13.6	2.3	-0.1	9.8	-2.9	12.2
CC(=O)N1CCOc2ccc(S(=O)(=O)N(C)c3ccc(C)cc3)cc21	-13.9	0.0	2.9	-7.1	1.6	-2.8	0.0	2.5
C[C@H](O)C#Cc1cnc2c(c1)C(=O)N([C@H](C)CO)C[C@@H](C)[C@H](CN(C)C(=O)c1ccc(F)cc1)O2	5.3	-0.3	-2.4	2.5	3.5	0.4	0.0	18.3

Given with each value named: part of the list above
> O=C1CCC(C(=O)N2CCCCO2)CN1Cc1cccc(C(F)(F)F)c1 (centres undefined)
  RAD52 inh = -16.1
  XiGFP reactiv = -0.1
  ARNT-TACC3 inh = -0.9
  esBAF inh = -0.2
  CFTR F508del cor = -0.6
  RAD54 branch = 8.3
  ERAP1 inh = -3.2
  GSIS activator = 17.3

> CCOc1c(OC(C)=O)ccc(/C=C/c2ccc3cccc(OC(C)=O)c3n2)c1[N+](=O)[O-]
  RAD52 inh = -22.4
  XiGFP reactiv = /
  ARNT-TACC3 inh = 3.1
  esBAF inh = 66.4*
  CFTR F508del cor = 3.3
  RAD54 branch = -2.7
  ERAP1 inh = 2.0
  GSIS activator = 13.0

> COc1ccc(C2=NN(C(=O)CSc3cn(C)c4ccccc34)C(c3ccc(OC)cc3)C2)cc1 (centres undefined)
  RAD52 inh = 5.8
  XiGFP reactiv = -0.1
  ARNT-TACC3 inh = 0.0
  esBAF inh = 10.7
  CFTR F508del cor = 0.7
  RAD54 branch = -9.8
  ERAP1 inh = 5.7
  GSIS activator = -2.2

> CC(C)Oc1ccc(C(CC(=O)O)NC(=O)Cc2ccccc2)cc1 (centres undefined)
  RAD52 inh = -4.7
  XiGFP reactiv = 0.0
  ARNT-TACC3 inh = -4.5
  esBAF inh = -8.5
  CFTR F508del cor = -2.0
  RAD54 branch = 0.9
  ERAP1 inh = 0.0
  GSIS activator = 21.9
